Pf growth 96h: Primary qHTS for delayed death inhibitors of the malarial parasite plastid, 96 hour incubation | Potency, µM (doses to about 28.7 µM), without a hit: top-dose activity change, negative = inhibition, usual class: inhibitors | actives 6.9% (n = 320,000) | P. falciparum luciferase reporter growth, 96 h | AID 504834, 2011; also: potency is read from the fitted curve at half-maximal effect; % is scaled to controls: 0 for no effect and ±100 for the full control effect
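Luminescence readout: decreased luciferase signal marks inhibited growth of reporter-expressing P. falciparum in infected red cells (2% hematocrit, 0.05% parasitemia final), exposed to compound two generations (96 h, 37 C, 5% CO2).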
Cycloheximide cs: Cycloheximide Counterscreen for Small Molecule Inhibitors of Shiga Toxin | actives 12% (n = 300,000) | cell reporter, cycloheximide protein synthesis inhibition counterscreen | max response, % | AID 2314, 2010; in the data active = max response mostly above about 13%, no sharp cut-off; inactive = mostly below about 14%; also: read at 38.3 µM for the half of the compounds with a filed dose; 0% is about no effect
AmpC inh no detg: qHTS Inhibitors of AmpC Beta-Lactamase (assay without detergent) | AmpC nitrocefin hydrolysis, absorbance 480 nm, 0.0001% Triton | Potency, µM (highest dose often 57.1 µM), for the others: at the highest dose activity change, negative = inhibition, usual class: inhibitors | actives 0.52% (n = 330,000);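 also: potency is read from the fitted curve at half-maximal effect; plate controls were no compound for no effect and no enzyme for full effect; nearly all actives have a fitted effect of over 20% in size; some results filed as inactive show a strong effect at the top dose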
Target sequence (P00811 whole entry, looked up): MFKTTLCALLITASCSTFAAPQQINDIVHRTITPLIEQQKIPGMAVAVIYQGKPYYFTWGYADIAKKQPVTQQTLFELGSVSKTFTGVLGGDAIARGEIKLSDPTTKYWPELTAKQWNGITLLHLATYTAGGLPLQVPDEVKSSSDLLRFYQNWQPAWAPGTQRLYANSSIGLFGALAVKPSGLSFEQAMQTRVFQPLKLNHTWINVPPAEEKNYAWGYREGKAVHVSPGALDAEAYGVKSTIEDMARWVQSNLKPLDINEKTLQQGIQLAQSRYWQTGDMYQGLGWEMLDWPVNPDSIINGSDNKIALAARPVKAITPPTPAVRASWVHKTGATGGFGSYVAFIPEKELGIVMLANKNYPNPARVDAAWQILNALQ
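20 mM phosphate pH 7.0 + 0.01% (detergent screen) or 0.0001% Triton X-100; 5.3 nM AmpC reagent; cpd preinc 15 min RT; nitrocefin (800 uM stock) to start; A480 q20 s × 4 min; Activity was normalised to no-enzyme and no-compound control wells.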
Shiga inhibitor: A qHTS for Small Molecule Inhibitors of Shiga Toxin. inhibition, % at 38.7 µM. actives 9.2% (n = 290,000). Vero cells, Shiga toxin protein synthesis inhibition reporter; in the data active = inhibition mostly above about 28%, no sharp cut-off; inactive = mostly below about 43%; also: 0% is about no effect
LmPK inhibitor: qHTS Assay for Inhibitors of Leishmania Mexicana Pyruvate Kinase (LmPK); AID 1721, 2009; purified LmPK, Kinase-Glo ATP luminescence, 1 h; actives 0.37% (n = 290,000); Potency, µM (doses to about 57.5 µM), without a hit: at the top dose activity change, negative = inhibition, most hits filed as inhibitors; Q27686; also: potency is read from the fitted curve at half-maximal effect; % is scaled to controls: 0 for no effect and ±100 for the full control effect
Target sequence (Q27686 whole entry, looked up): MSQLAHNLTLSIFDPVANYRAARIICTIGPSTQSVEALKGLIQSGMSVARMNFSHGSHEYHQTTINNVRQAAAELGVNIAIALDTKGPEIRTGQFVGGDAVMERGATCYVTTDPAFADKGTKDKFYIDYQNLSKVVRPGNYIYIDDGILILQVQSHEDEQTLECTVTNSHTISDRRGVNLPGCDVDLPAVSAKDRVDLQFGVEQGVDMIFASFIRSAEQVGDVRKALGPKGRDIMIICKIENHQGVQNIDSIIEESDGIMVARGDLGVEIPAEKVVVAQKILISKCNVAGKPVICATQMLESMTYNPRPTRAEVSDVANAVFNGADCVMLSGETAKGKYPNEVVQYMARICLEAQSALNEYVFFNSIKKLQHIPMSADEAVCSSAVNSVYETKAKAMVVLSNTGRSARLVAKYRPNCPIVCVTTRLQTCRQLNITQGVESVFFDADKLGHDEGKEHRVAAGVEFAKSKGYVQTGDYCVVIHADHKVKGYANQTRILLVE
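qHTS format; LmPK 0.1 nM; substrates PEP 0.5 mM and ADP 0.1 mM. One-hour room-temperature incubation, then coupled luciferase luminescence; 0.5 nM enzyme wells mark activation.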
Pf growth 48h: Primary qHTS for delayed death inhibitors of the malarial parasite plastid, 48 hour incubation. P. falciparum luciferase growth in erythrocytes, 48 h. Potency, µM (highest dose often 28.7 µM), for the others: at the top dose activity change, negative = inhibition, actives largely listed as inhibitors. actives 5.9% (n = 310,000). AID 504832, 2011; also: potency is read from the fitted curve at half-maximal effect; % is scaled to controls: 0 for no effect and ±100 for the full control effect
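First compound was added to culture medium, then infected red cells at 0.1% parasitemia and 2% hematocrit (final). After incubation at 37 C under 5% CO2, luciferase detection reagent was dispensed and light output recorded.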
TbPYK inhibitor: qHTS of Trypanosoma Brucei Inhibitors. actives 0.12% (n = 410,000). TbPYK enzyme, Kinase-Glo Plus ATP luminescence, 45 min. Potency, µM (doses to about 76.8 µM), inactives show top-dose activity, negative = inhibition, usual class: inhibitors. pyruvate kinase (Trypanosoma brucei), Q57TT1. AID 624173, 2012; also: potency is read from the fitted curve at half-maximal effect; % is scaled to controls: 0 for no effect and ±100 for the full control effect; nearly all actives have a fitted effect of over 50% in size
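Screened from lowest to highest concentration, compounds were pinned into TbPYK/substrate mixtures, and ADP (130 uM final) was added. Plates sat at room temperature for 45 min prior to Kinase-Glo Plus detection by luminescence.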
Starred values were filed as active, the others as inactive; i = inactive; ? = inconclusive; . = not tested or not shown; & = joins results of further samples; [ ] = remark or other dose. Unless noted, calls follow the shape of the dose curve; as a rule, active = well fitted curve in the direction sought with a large enough effect; inconclusive = small, poorly fitted or top-dose-only effect, or another doubt; inactive = no such curve, though single readings can be large; an effect the other way counts as inactive or inconclusive. Rows were taken by chance; 22% or so of the library scored in one or more.

SMILES,Pf growth 96h,Cycloheximide cs,AmpC inh no detg,Shiga inhibitor,LmPK inhibitor,Pf growth 48h,TbPYK inhibitor
Cc1ccc2nc(NCC(N)=O)nc(-c3ccccc3)c2c1,?,-2,19%,-12,3%,16%,4%
CC(C(=O)OCC(=O)c1ccccc1)N1C(=O)C2C3CCC(C3)C2C1=O (stereo not drawn),272%[activator],6,-8%,18,3%,19%,-1%
CN(C)c1ccc(/C=N/Nc2nncc3ccccc23)cc1,-4%,28*,38%,109*,0%,-124%,-12%
Cc1ccc(C(=O)NC(C)c2nc3ccccc3n2CC(=O)Nc2c(C)cc(C)cc2C)cc1 (stereo not drawn),?,-4,-10%,-4,6%,?,.
O=C(CCCN1C(=O)/C(=C/c2ccco2)SC1=S)Nc1ccccc1C(=O)O,-6%,-4,-48%,15,7%,-11%,4%
CCc1nnc(NC(=O)CSc2nnc(-c3c[nH]c4ccccc34)n2CCOC)s1,72%[activator],-1,-18%,28,3%,?,6%
CC(=O)c1sc(-c2ccc(Cl)cc2)cc1N,?,27*,-10%,35*,4%,-22%,3%
CC(C)(CO)NCC#Cc1ccccc1,-2%,-3,-7%[2.29 µM],-8,0%,1%,2%

Next part:
SMILES,Pf growth 96h,Cycloheximide cs,AmpC inh no detg,Shiga inhibitor,LmPK inhibitor,Pf growth 48h,TbPYK inhibitor
Cc1nc(C(F)(F)F)ccc1C(=O)Nc1ccccc1N1CCOCC1,12%,9,-12%,14,-4%,8%,-2%
CCOC(=O)C1CCN(CCC(=O)Nc2ccc(C)c(C)c2)CC1,13%,-4,3%,-3,1%,-4%,-7%
COCCn1c(=O)c2c(nc3n2CCCN3CCc2ccc(OC)c(OC)c2)n(C)c1=O,?,-3,45%,-5,-3%,?,2%
O=C(Nc1ccccc1N1CCOCC1)C1CCN(S(=O)(=O)c2ccc(F)cc2)CC1,-26%,-4,1%,-12,4%,5%,0%
CCOC(=O)C1(C)Oc2ccccc2C(c2ccc(OC)cc2)=C1C(=O)OC (stereo not drawn),.,1,91%[activator],i,.,.,0%
Cc1cc(Nc2ccc3c(c2)OCCO3)n2nc(C)nc2n1,105%[activator],-4,-12%,4,5%,.,-9%
CCOc1ccccc1NC(=O)CN(c1ccc(C)cc1)S(=O)(=O)c1c(C)n[nH]c1C,.,8,111%[activator],-14,6%,.,0%
CC(C)c1ccc(-c2cc(C(=O)NN3CCN(C)CC3)c3ccccc3n2)cc1,?,35*,164%[activator],82*,2%,?,-5%

(next part)
SMILES,Pf growth 96h,Cycloheximide cs,AmpC inh no detg,Shiga inhibitor,LmPK inhibitor,Pf growth 48h,TbPYK inhibitor
CCCCNC(=O)CCc1nc2cccnc2n1Cc1ccccc1,29%,1,-4%,-9,-4%,32%[activator],-10%
Cc1nc(N(CCO)C2CCCCC2)c2nnn(Cc3ccccc3)c2n1,54%[activator],3,119%[activator],10,-2%,?,3%
COc1cccc(NP(=O)(Oc2ccccc2)Oc2ccccc2)c1,?,-1,-4%,0,2%,-2%,-4%
CC(C)C(C(=O)Nc1ncn[nH]1)N1C(=O)c2ccccc2C1=O (stereo not drawn),5%,-2,-9%,-6,1%,19%,-2%
NS(=O)(=O)c1ccc(NC(=O)/C=C/c2ccco2)cc1,33%[activator],13,-29%,22,2%,11%,-2%
CCc1nnc(NC(=O)Cn2ccc(C(F)(F)F)n2)s1,1%,0,6%,-11,2%,9%,-2%
C=CCn1c(O)c(/C(CC)=N/NC(=S)Nc2ccccc2)c(=O)[nH]c1=O,61%[activator],35*,-39%,63*,4%,56%[activator],?
CC(=O)N1N=C(c2ccccc2)CC1c1ccc(F)cc1 (stereo not drawn),2%,-2,119%[activator],.,1%,-2%,-2%

Other entries follow:
SMILES,Pf growth 96h,Cycloheximide cs,AmpC inh no detg,Shiga inhibitor,LmPK inhibitor,Pf growth 48h,TbPYK inhibitor
CC(=O)N1CCc2cc(Br)cc(S(=O)(=O)NCc3ccccn3)c21,-2%,-5,-24%,-5,0%,4%,-3%
Cc1ccc(S(=O)(=O)N(Cc2cccnc2)Cc2cc3ccccc3[nH]c2=O)cc1,-6%,-4,20%,-6,-3%,?,0%
CC(C)CC(=O)NC(=S)Nc1cc(C(=O)O)ccc1Cl,10%,-5,-17%,31,-5%,10%,-1%
O=C(CNC(=O)c1ccc(OC(F)F)cc1)NCC1CCCO1 (stereo not drawn),27%,4,-12%,-7,-4%,23%,2%
Cc1ccc(N(CC(O)CN2C(=O)NC(C)(C)C2=O)S(=O)(=O)c2ccc([N+](=O)[O-])cc2)cc1 (stereo not drawn),?,5,62%[activator],6,-6%,8%,0%
O=C(/C=C/c1ccc([N+](=O)[O-])cc1)Nc1cccnc1,52%[activator],43*,-18%,112*,-20%,54%[activator],-7%
CC(=O)c1ccc(OCc2cc(C(=O)N3CCC(c4ccncc4)CC3)no2)cc1,4%,8,68%[activator],23,1%,3%,1%
CC1CCN(CCC(=O)Nc2ccccc2)CC1,-27%,1,-21%,-5,-2%,6%,-2%

Part of the list above, reduced to Cycloheximide cs:
| SMILES | Cycloheximide cs |
| --- | --- |
| COCCn1c(=O)c2c(nc3n2CCCN3CCc2ccc(OC)c(OC)c2)n(C)c1=O | -3 |
| O=C(Nc1ccccc1N1CCOCC1)C1CCN(S(=O)(=O)c2ccc(F)cc2)CC1 | -4 |
| CCOC(=O)C1(C)Oc2ccccc2C(c2ccc(OC)cc2)=C1C(=O)OC (stereo not drawn) | 1 |
| Cc1cc(Nc2ccc3c(c2)OCCO3)n2nc(C)nc2n1 | -4 |

The results go on.
SMILES,Pf growth 96h,Cycloheximide cs,AmpC inh no detg,Shiga inhibitor,LmPK inhibitor,Pf growth 48h,TbPYK inhibitor
Cc1ccc(C)c(N2CCN(S(=O)(=O)c3ccc(-c4ccc(=O)[nH]n4)o3)CC2)c1,?,1,-20%,20,-2%,?,-2%
C[C@@H](CN(C)C)CN1c2ccccc2CCc2ccccc21,?,.,.,.,.,?,5%[33.2 µM]
O=C1NC(=O)/C(=C\c2ccsc2)N1,?,-7,-19%,33,0%,15%,0%
CN1CCN(C(=O)c2ccc(CNS(=O)(=O)c3cccc(Cl)c3)cc2)CC1,?,-2,21%,-15,-2%,-14%,3%
O=S(=O)(c1ccccc1)N1CCC(O)(CSc2ccc(F)cc2)CC1,2%,13,-24%,-5,0%,?,8%
COc1ccc2c(C=Nc3c(C)n(C)n(-c4ccccc4)c3=O)c(O)n(Cc3ccco3)c(=O)c2c1,?,-2&-6,-26%&-26%,6&-2,1%&1%,?,4%&-1%
CN1C(=O)Cc2cc(S(=O)(=O)N3CCOCC3)ccc21,4.7µM*,1,81%[activator],10,-4%,-8%,-1%
COc1cc(NC(=S)NC(=O)CCc2ccccc2)cc(OC)c1,0%,10,-56%,14,-3%,?,7%

The list continues:
SMILES,Pf growth 96h,Cycloheximide cs,AmpC inh no detg,Shiga inhibitor,LmPK inhibitor,Pf growth 48h,TbPYK inhibitor
CCC1CSC(Nc2ccc(C(=O)/C=C/c3ccc(Oc4ccccc4)cc3)cc2)=N1 (stereo not drawn),6.6µM*,47*,-24%,30*,1%,10µM*,8%
Cc1cc(C(=O)N2CCCC(Nc3ccc(F)cc3)C2)n(C)n1 (stereo not drawn),-19%,3,24%,16,-1%,?,-2%
CCCCN(CC)CCNC(=O)c1cc2c(-c3ccccc3F)nn(C)c2s1,22%,0,100%[activator],-4,2%,2.1µM*,-6%
O=c1nc(-c2ccccc2)n(-c2ccccc2)c2ncccc12,?,-3,-9%,-9,-8%,-3%,2%
Cc1cnc(NC(=O)NCC2CCCC(CNC(=O)Nc3ncc(C)s3)C2)s1 (stereo not drawn),?,8,-35%,52,-2%,?,12%
O=C(CSc1nc2ccsc2c(=O)n1-c1ccc(Br)cc1)NCc1ccccc1,.,14,.,36,.,.,-1%
CC(C)c1ccc(C2NC(=O)c3ccccc3O2)cc1 (stereo not drawn),11%,19*,-14%,101*,-1%,17%,2%
CCCc1nc2c(sc3nc4c(cc32)COC(C)(C)C4)c(=O)n1Cc1ccco1,.,1,-21%,-4,-1%,0%,-27%

Next section:
SMILES,Pf growth 96h,Cycloheximide cs,AmpC inh no detg,Shiga inhibitor,LmPK inhibitor,Pf growth 48h,TbPYK inhibitor
CCOC(=O)C1CCN(C(=O)CCc2nc3ccccc3[nH]2)CC1,3%,0,-3%,-4,2%,10%,-3%
O=C(/C=C/c1ccccc1[N+](=O)[O-])c1ccccc1Br,13%,14*,-4%[2.29 µM],47*,-2%,?,5%
CCCn1c(=O)c(C(=O)Nc2nnc(CC)s2)c(O)c2ccccc21,-7%,-3,-1%,8,-3%,6%,.
CCOc1ccc(-n2cc(C(=O)NC(C)C)c3cc(OC)c(OC)cc3c2=O)cc1,.,5,15%,24,-5%,?,?
O=C1N(CN2C(=O)C3(OCCO3)c3ccccc32)c2ccccc2C12OCCO2,-14%,-1,-1%,-6,13%,-13%,2%
O=[N+]([O-])c1ccc(CN2CCN(c3ccc(F)cc3)CC2)o1,0%,-3,-10%,-1,0%,19%,-8%
O=C(COC(=O)C1CCC1)Nc1ncc(Cl)cc1Cl,22%,.,?,.,.,12%,0%
Cn1c(SCC(=O)N2CCOCC2)nnc1-c1cnccn1,0%,6,-15%,12,-4%,50%[activator],2%
Cc1c(C(=O)N2CCCCC2)sc(NC(=O)C2CC2)c1C#N,.,3,-18%,2,-2%,-5%,9%

One compound at a time, as listed above. Screens in order: Pf growth 96h	Cycloheximide cs	AmpC inh no detg	Shiga inhibitor	LmPK inhibitor	Pf growth 48h	TbPYK inhibitor
Results for `Cc1ccc(N(CC(O)CN2C(=O)NC(C)(C)C2=O)S(=O)(=O)c2ccc([N+](=O)[O-])cc2)cc1` (stereo not drawn) → ?	5	62%[activator]	6	-6%	8%	0%
Results for `CC(C)C(C(=O)Nc1ncn[nH]1)N1C(=O)c2ccccc2C1=O` (stereo not drawn) → 5%	-2	-9%	-6	1%	19%	-2%
Results for `CCOC(=O)C1(C)Oc2ccccc2C(c2ccc(OC)cc2)=C1C(=O)OC` (stereo not drawn) → .	1	91%[activator]	i	.	.	0%
Results for `O=C(/C=C/c1ccccc1[N+](=O)[O-])c1ccccc1Br` → 13%	14*	-4%[2.29 µM]	47*	-2%	?	5%

Screening results as filed in PubChem BioAssay.
